Bioassay records (PubChem)
CRFBP-R2 block – antagonists of CRF-binding protein/CRF-R2 receptor complex. HEK293 CRF-R2/CRF-BP, CRF-induced calcium fluorescence. inhibition, % at 11.8 µM. 350,000 tested, 0.59% active. AID 588475;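 active means inhibition of the ligand-induced calcium signal above about 50% at the single tested concentration, limit read from the data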
CRFBP-R2 agonist – CRF-BP/CRF-R2 complex agonism; HEK293 CRF-R2/CRF-BP, calcium dye fluorescence (FLIPR); percent of saturating CRF peptide response; activation, % at 13.2 µM; 350,000 tested, 0.46% active;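 active means activation of at least 50%, plus an integration ratio under a set limit after plate pattern correction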;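 further: plate controls were neutral control wells without compound for no effect and CRF at EC100 for full effect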
GalR3 antagonist – human GalR3 antagonism | O60755 | HEK293 GalR3-CNG cAMP membrane potential fluorescence; galR3 body fused to GalR1 C-terminus | inhibition, % at 3 µM | 360,000 tested, 0.44% active | AID 651719;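 active means inhibition above the screen-wide average plus 3 SD, cut at about 13% in these data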;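 further: forskolin and galanin both at EC90 stimulate the cells; cAMP rise reported by CNG channel membrane potential dye signal; 0% = forskolin plus galanin with DMSO and 100% = forskolin alone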
Target sequence (O60755 1-299 limits assumed): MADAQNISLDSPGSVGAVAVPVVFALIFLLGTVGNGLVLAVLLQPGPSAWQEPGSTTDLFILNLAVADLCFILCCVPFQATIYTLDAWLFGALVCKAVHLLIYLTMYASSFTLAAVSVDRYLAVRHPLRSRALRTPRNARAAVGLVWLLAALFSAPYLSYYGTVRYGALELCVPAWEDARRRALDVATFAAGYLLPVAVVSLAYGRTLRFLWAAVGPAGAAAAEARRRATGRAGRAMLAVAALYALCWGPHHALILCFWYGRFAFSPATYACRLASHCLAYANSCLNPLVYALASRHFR
* hit, by the source's call.

SMILES	CRFBP-R2 block	CRFBP-R2 agonist	GalR3 antagonist
C[C@@H]1CN([C@H](C)CO)C(=O)c2cc(Br)cnc2O[C@H]1CN(C)C(=O)Nc1ccc2c(c1)OCO2	9	-0.5	-7
CC(C)(Oc1ccc(F)cc1)C(=O)OCC(=O)c1ccc(S(C)(=O)=O)cc1	1	-0.6	-4
COc1ccc(S(=O)(=O)N2CCCCC2)cc1NC(=O)c1cccc(S(=O)(=O)N2CCOCC2)c1	-10	6.2	-2
NS(=O)(=O)c1ccc(CCNC(=S)NC(=O)c2ccccc2Br)cc1	-1	-3.4	3
C[C@@H]1CN([C@H](C)CO)C(=O)CCCn2nncc2CO[C@H]1CN(C)Cc1cccc(O)c1	-9	1.1	-7
CCC(C)NC(=O)C1(N2C(=O)c3ccccc3C2=O)CCCC1 (centres undefined)	4	-1.8	-9
CC(=O)C(Cc1ccccc1)NC(=O)COC(=O)CCN1C(=O)C2CC=CCC2C1=O (centres undefined)	10	5.3	-1
O=C1C=CC(=O)N1c1ccc(Nc2ccccc2)cc1	-25	5.6	-5
CC(C)C(NC(=O)c1ccccc1F)C(=O)NCCCn1ccnc1 (centres undefined)	-1	-0.3	-6
C[C@@H]1CN([C@@H](C)CO)S(=O)(=O)c2ccc(Br)cc2O[C@H]1CN(C)C(=O)c1cccc(F)c1	-7	-1.1	-7
CCN(C(=O)COC(=O)c1cnc(C)cn1)c1c(N)n(Cc2ccccc2)c(=O)[nH]c1=O	1	1.4	-3
CCOC(=O)N1CCC(NS(=O)(=O)c2cc3c(cc2Br)CCN3C(=O)CC)CC1	0	-0.4	-4
CCCCn1c(N)c(N(CCOC)C(=O)CSCC(=O)Nc2cccc(C)c2)c(=O)[nH]c1=O	39	1.5	-4
Fc1ccc(-c2ccc3c(c2)C2CC3CCN2)cc1 (centres undefined)	0	-0.3	-6
CN(C)S(=O)(=O)c1ccc(N2CCCC2)c(C(=O)NC2(C)CCS(=O)(=O)C2)c1 (centres undefined)	-4	0.2	-2
COC1=C(NCc2ccc3c(c2)OCO3)C(=O)C(OC)=C(NCc2ccc3c(c2)OCO3)C1=O	1	-1.9	-6
O=C(c1ccc(-n2cncn2)c([N+](=O)[O-])c1)N1CCN(S(=O)(=O)c2ccc(Br)cc2)CC1	1	0.8	-5
Nc1cc(C(=O)OCC(=O)N2CCCC2=O)ccc1Cl	-5	-0.3	-2
C[C@H](O)[C@@H]1C(=O)N2CCc3ccc(-c4ccccc4)cc3[C@@H]2C[C@@H]1N(C)C(=O)c1ccco1	-8	1.7	-4
O=C(c1cc2cc(Cl)ccc2o1)N1CCCCCC1	-8	0.1	-5
O=C(CSc1ncccn1)NC(=O)NC1CCCC1	8	1.6	-7
Cc1ccc(S(=O)(=O)NCCC(=O)NCC(c2cccs2)N2CCOCC2)cc1 (centres undefined)	0	0.6	-2
Cc1cc2c(cc1S(=O)(=O)NCCc1ccccc1)NC(=O)CO2	-14	0.6	-1
CCCCn1nc(C(=O)N(CC(C)C)c2c(N)n(CCCC)c(=O)[nH]c2=O)c2ccccc2c1=O	-8	0.1	-4
Cc1ccc(OCC(=O)NC2CCCC(C)C2C)c([N+](=O)[O-])n1 (centres undefined)	-8	-0.5	-1
CCOC(=O)c1ccc(S(=O)(=O)N2CCC(C(=O)N3CCN(c4ccccc4OC)CC3)CC2)cc1	-8	0.3	-4
CCN(CC(=O)Nc1ccc(NC(C)=O)cc1)C(=O)CSCc1c(C)noc1C	-19	3.5	-2
COc1ccc(-c2nc(CC(=O)Nc3cccc(S(=O)(=O)NC4=NCCC4)c3)cs2)cc1	8	-0.1	0
CC(C)(C)c1ccc(C(=O)NC(=O)COC(=O)CCS(=O)(=O)c2ccccc2)cc1	-5	-0.9	-9
O=C1NC(=O)C(c2ccc(Cl)cc2Cl)N1 (centres undefined)	11	-2.3	-3
CCCCn1c(N)c(N(CCOC)C(=O)c2cc3c(s2)CCC(C)C3)c(=O)[nH]c1=O (centres undefined)	-10	1.0	-2
O=C1CCC/C=C/C[C@@H](CC(=O)N(CCO)Cc2ccccc2)C(=O)NC[C@@H](c2ccccc2)O1	3	-1.5	-9
COc1cccc(-c2cc(C(=O)Nc3ccc(N(C)C(C)=O)cc3)c3cc(Br)ccc3n2)c1	-5	0.1	19*
CC(C)(C)OC(=O)Nc1ccc([C@@H](NC(=O)OC(C)(C)C)C(=O)OC(C)(C)C)cc1	-14	1.2	-8
OCc1cccc[n+]1CCc1ccccc1	3	2.2	5
Cc1ccc(/C=C/C(=O)OCC(=O)NCc2ccccc2)o1	2	-1.5	0
CC(C)CC(=O)Nc1ccc(C(=O)COC(=O)C2CC(=O)N(Cc3ccccc3)C2)cc1 (centres undefined)	9	-0.7	-1
O=C(NC1CCN(Cc2ccccc2)CC1)c1ccccc1NS(=O)(=O)c1ccc(F)c(F)c1	-4	1.1	-8
COc1cccc(-c2ccc3c(c2)O[C@H](CN(C)C(=O)c2ccccc2F)[C@H](C)CN([C@H](C)CO)S3(=O)=O)c1	16	0.5	-1
Cc1ccc(NC(=O)CCN2CCN(CCO)CC2)cc1	15	0.5	-1
CN(C(=O)c1cccc(NC(=O)Cc2cccc(NC(=O)C3CCN(C(=O)C4CCC4)CC3)c2)c1)C1CCC1	-2	0.1	-5
Cc1cc(=O)oc2cc(OC(=O)C3CCN(C(=O)c4ccc(F)cc4)CC3)ccc12	7	-2.5	3
Cc1cc(C(=O)NNC(=O)CCCOc2ccccc2)c(C)o1	0	-1.7	0
COc1ccccc1OCC(=O)N(Cc1nnc(-c2ccccc2Cl)o1)C1CC1	-3	-1.4	-2
CC(C)C[C@@H](CN1CCC[C@@H]1CN1C(=O)C(=O)NC[C@@H]1Cc1ccccc1)N1C[C@H](Cc2ccc(O)cc2)N(CCc2ccccc2)C(=O)C1=O	16	3.4	-6

Rewritten in CSV form: entries from further up
mol,CRFBP-R2 block,CRFBP-R2 agonist,GalR3 antagonist
O=C(NC1CCN(Cc2ccccc2)CC1)c1ccccc1NS(=O)(=O)c1ccc(F)c(F)c1,-4,1.1,-8
COc1cccc(-c2ccc3c(c2)O[C@H](CN(C)C(=O)c2ccccc2F)[C@H](C)CN([C@H](C)CO)S3(=O)=O)c1,16,0.5,-1
Cc1ccc(NC(=O)CCN2CCN(CCO)CC2)cc1,15,0.5,-1
CN(C(=O)c1cccc(NC(=O)Cc2cccc(NC(=O)C3CCN(C(=O)C4CCC4)CC3)c2)c1)C1CCC1,-2,0.1,-5
Cc1cc(=O)oc2cc(OC(=O)C3CCN(C(=O)c4ccc(F)cc4)CC3)ccc12,7,-2.5,3

Going on with the list:
SMILES	CRFBP-R2 block	CRFBP-R2 agonist	GalR3 antagonist
O=C(CCc1c[nH]c2ccccc12)N1CCN(S(=O)(=O)c2ccccc2)CC1	7	0.5	1
CCOC(=O)N1CCN(C(=O)C(NC(=O)c2ccc(C(C)(C)C)cc2)C(C)C)CC1 (centres undefined)	-4	0.8	-3
CC[C@]12c3[nH]c4cc(CCC(=O)N(C)C)ccc4c3CCN1C(=O)[C@@H](CC(=O)NCCCn1ccnc1)C[C@@H]2C(=O)N1CCN(C(=O)C2CC2)CC1	-3	-2.4	-5
CC(C)N(Cc1nc2ccccc2c(=O)[nH]1)C(=O)c1ccc(NC(=O)CSc2nnnn2C)cc1	-8	-0.6	-4
Cc1nc2ccccc2c(=O)n1-c1ccc(F)c(NC(=O)c2cccs2)c1	21	-3.5	3
O=c1c2cc(C(F)(F)F)ccc2sn1-c1ccccc1	45	61*	-9
COCCNC(=O)c1ccc2c(c1)S(=O)(=O)c1cc(Cl)ccc1C2=O	4	0.4	0
Cc1ccc(S(=O)(=O)N2CCN(C(=O)Cn3cnc4c3c(=O)n(C)c(=O)n4C)CC2)cc1C	7	0.3	-3
O=C(NNC(=O)c1ccncc1)Nc1ccc(Br)cc1	-9	4.5	-4
Cc1occc1C(=O)N(C)CC1CCCN(CCc2ccc(Cl)cc2)C1 (centres undefined)	-5	3.9	-3
COc1cc2ccc(C(C)=O)c(O)c2cc1OC	13	-2.5	-3
COc1ccccc1OCC(=O)Nc1cccc(S(=O)(=O)NC2=NCCCCC2)c1	-7	-0.8	3
CCOc1ccccc1C(c1c(O)nc(SC)[nH]c1=O)c1c(O)nc(SC)[nH]c1=O	1	-0.8	-5
COc1cc(OC)cc(-c2oc(=O)c3cc(OC)c(OC)cc3c2C#CCCO)c1	10	-1.8	-4
COc1ccc(N2CCN(S(=O)(=O)CCNC(=O)c3ccco3)CC2)cc1	14	2.0	-4
CCc1ccccc1N1CC(C(=O)N2Cc3ccccc3CC2C(N)=O)CC1=O (centres undefined)	-1	-0.9	2
FC(F)(F)c1cc(CCN2CCNC[C@@H]2c2ccccc2)cc(C(F)(F)F)c1	-13	1.1	-4
COc1ccc(CC(=O)Cc2ccc(OC)c(OC)c2)cc1OC	19	1.4	-4
CCOc1ccc(C(=O)N2CCN(c3ncccn3)CC2)cc1	31	0.9	0
CCN(CC)C(=O)C1=C(C)N(Cc2ccc(C(C)(C)C)cc2)C(=O)C(CC(=O)NCCN2CCOCC2)C1 (centres undefined)	1	2.9	-7
CCCN(Cc1nnc(-c2ccccc2Cl)o1)C(=O)c1oc2ccccc2c1C	20	2.1	-3
Cc1cccc(C(=O)Nc2ccn(C)n2)c1	-8	-0.5	-5
NS(=O)(=O)c1ccc(NC(=O)COC(=O)CCc2nc3ccccc3c(=O)[nH]2)cc1	1	0.1	0
CCOC(=O)c1ccc(N=Cc2cnc(N)nc2N)cc1	-13	2.5	-6
CNC(=O)C[C@H]1C(=O)N(c2ccc(OC)cc2)C[C@@H]1C	5	-1.4	-8
NS(=O)(=O)c1ccc(NC(=O)COC(=O)C2CC2)cc1	1	-2.4	-4
CNC(=O)c1ccsc1NC(=O)CS(=O)(=O)c1ccccc1	7	-1.7	-4
O=C(OCCn1c(=S)sc2ccccc21)c1ccccc1	27	-0.7	-6
CC(OC(=O)c1nc(Cl)ccc1Cl)C(=O)c1ccccc1 (centres undefined)	1	-2.2	1
Cc1nc(NC(=O)COC(=O)c2cccs2)c(Cl)cc1Cl	3	-2.8	-2

Complete entries from above. Screens in order: CRFBP-R2 block, CRFBP-R2 agonist, GalR3 antagonist
CCCN(Cc1nnc(-c2ccccc2Cl)o1)C(=O)c1oc2ccccc2c1C is listed with 20, 2.1, -3
NS(=O)(=O)c1ccc(NC(=O)COC(=O)C2CC2)cc1 is listed with 1, -2.4, -4
NS(=O)(=O)c1ccc(NC(=O)COC(=O)CCc2nc3ccccc3c(=O)[nH]2)cc1 is listed with 1, 0.1, 0

(cont.)
SMILES	CRFBP-R2 block	CRFBP-R2 agonist	GalR3 antagonist
CC1CCCN(C(=O)COC(=O)c2ccc(=O)n(Cc3ccccc3)n2)C1 (centres undefined)	1	-0.2	-5
COc1ccc2nc(NC(=O)C3CSC4(C)CCC(=O)N34)sc2c1 (centres undefined)	7	-0.9	-8
COc1cc(C(=O)NCC2CCCN2S(=O)(=O)c2cccs2)cc(OC)c1OC (centres undefined)	11	-2.0	-7
Cc1c(C(=O)N(C)CC(=O)Nc2cccc(F)c2)oc2c(Cl)cccc12	2	-0.4	-5
CC(=O)Nc1ccc(S(=O)(=O)NCC(=O)OCC(=O)c2ccc[nH]2)cc1	-12	3.1	-1
CCC(C)(C)C1CCc2[nH]nc(C(=O)NC3CCCCC3)c2C1 (centres undefined)	-24	-2.3	-1
Nc1nc(SCc2ccccc2)sc1C(=O)N1CCCCC1	-20	0.4	-2
COc1ccccc1NS(=O)(=O)c1ccc(C(=O)N2CCCCCC2)cc1	-28	15	-6
CCN(CC(=O)Nc1ccccc1C(F)(F)F)CC(=O)NC1CC1	3	-0.7	2
COCCCNC(=O)Cn1cnc2c(OCc3ccccc3)ncnc21	-6	0.4	-6
Cc1cc(C(=O)OC(C)C(=O)Nc2cccc(Cl)c2)on1 (centres undefined)	4	0.4	-4
COc1ccc(-c2noc(COC(=O)c3ccco3)n2)cc1OC	0	-1.9	0
CC1NC(=O)c2cccnc2-n2c1nc1cc(F)ccc1c2=O (centres undefined)	3	-0.1	-7
Cc1ccc(C(=O)OCC(=O)NCc2ccc3c(c2)OCO3)cc1S(=O)(=O)N1CCOCC1	-8	0.9	-2
CCN(CC)C(=O)c1ncn2c1c(=O)[nH]c1ccccc12	1	-1.0	-2
COc1ccc(C(=O)NC(=S)NNC(=O)c2ccc(C)cc2)cc1	-69	132*	1
CC(C)NC1(C(N)=O)CCNCC1	-9	1.7	-8
O=C(CN1C(=O)NC2(CCc3ccccc32)C1=O)NCc1ccc(Cl)cc1 (centres undefined)	9	-0.7	0
CC12C(=O)N(c3nccs3)C(=O)C1(C)C1CCC2O1 (centres undefined)	-13	0.9	-1
COc1ccc(N2C(=O)CC(Sc3nccc(C)n3)C2=O)c(OC)c1 (centres undefined)	10	-1.5	-7
O=C(NC1c2ccccc2Oc2ccccc21)c1ccc([N+](=O)[O-])cc1	2	-2.0	-7
Nc1c(C(=O)CSc2nnc(-c3ccccc3F)o2)c(=O)[nH]c(=O)n1C1CC1	14	2.4	-4
COc1cccc(NC(=O)N(C)C[C@@H]2Oc3ncc(Br)cc3C(=O)N([C@@H](C)CO)C[C@H]2C)c1	14	0.3	-5
CN(C(=O)Cn1cnc2ccccc2c1=O)C1CCS(=O)(=O)C1 (centres undefined)	-8	1.9	-4
CC(=O)Nc1sc(C)c(C)c1C(=O)OCC(=O)N(C)c1c(N)n(Cc2ccccc2)c(=O)[nH]c1=O	24	-0.8	-1
O=[N+]([O-])c1ccccc1S(=O)(=O)Nc1ccc(-c2ccc(N3CCCC3)nn2)cc1	1	-2.8	0

These rows are one share of the data; count on the stated rates, not on these rows.
